proKLK7 act: proKLK7 (human) activation, primary screen. 0.9% of 370,000 active. activation, % at 7 µM. P49862. purified proKLK7, EDANS-DABCYL substrate fluorescence; 100% is mature enzyme control, 0% vehicle;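 active = activation above the mean of all tested compounds plus 3 SD, computed per campaign excluding outliers beyond control limits, cut at about 13% in these data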
Target sequence (P49862 whole entry, looked up): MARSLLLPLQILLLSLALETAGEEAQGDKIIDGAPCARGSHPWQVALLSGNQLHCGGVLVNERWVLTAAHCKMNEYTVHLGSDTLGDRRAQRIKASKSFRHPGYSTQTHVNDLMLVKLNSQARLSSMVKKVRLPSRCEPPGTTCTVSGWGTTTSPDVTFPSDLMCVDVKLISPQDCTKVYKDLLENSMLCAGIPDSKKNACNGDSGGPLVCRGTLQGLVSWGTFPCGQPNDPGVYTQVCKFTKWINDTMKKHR
ADAM17 inh: inhibits human ADAM17; 0.83% of 370,000 active; inhibition, % at 6.95 µM; AID 720648; P78536; recombinant ADAM17, EDANS/DABCYL FRET peptide cleavage;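 active = inhibition above the mean of compounds lying between control limits plus 3 SD, set per campaign, cut at about 8.5% in these data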;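 note: 0% = DMSO-only wells as the low control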
Target sequence (P78536 215-824 limits assumed): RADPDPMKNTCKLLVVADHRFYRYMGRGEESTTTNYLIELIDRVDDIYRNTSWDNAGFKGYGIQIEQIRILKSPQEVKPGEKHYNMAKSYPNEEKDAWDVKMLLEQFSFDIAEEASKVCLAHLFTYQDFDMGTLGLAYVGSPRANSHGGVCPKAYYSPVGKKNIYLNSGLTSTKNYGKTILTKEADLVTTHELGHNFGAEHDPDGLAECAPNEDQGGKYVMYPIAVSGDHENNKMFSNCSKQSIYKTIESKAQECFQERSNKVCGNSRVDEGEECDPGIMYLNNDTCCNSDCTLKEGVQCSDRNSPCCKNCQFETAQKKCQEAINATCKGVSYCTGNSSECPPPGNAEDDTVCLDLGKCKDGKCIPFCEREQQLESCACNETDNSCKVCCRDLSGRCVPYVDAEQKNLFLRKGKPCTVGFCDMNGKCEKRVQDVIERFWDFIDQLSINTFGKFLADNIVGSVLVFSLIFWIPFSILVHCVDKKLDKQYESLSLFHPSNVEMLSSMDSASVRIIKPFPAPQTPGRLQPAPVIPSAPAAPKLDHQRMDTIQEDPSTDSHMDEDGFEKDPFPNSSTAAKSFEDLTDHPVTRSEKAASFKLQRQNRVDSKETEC
LEDGF integ inh: blocks HIV-1 LEDGF/p75-dependent DNA integration | AID 743269 | inhibition, % at 3.7 µM | 0.64% of 370,000 active | TR-FRET IN-LEDGF/p75 DNA integration, Eu/Cy5;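 active = inhibition above the screen-wide mean plus 3 SD, cut at about 13% in these data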;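 note: signal is the Cy5 over europium emission ratio at 671 and 618 nm; 0% = plate median of compound wells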
PLCg1 inh: inhibitors of human phospholipase C gamma1 | AID 720700 | P19174 | purified PLC-gamma1, fluorogenic substrate, fluorescence | 0.84% of 370,000 active | inhibition, % at 12.2 µM; in the data active = inhibition above about 9.5%
Tn6 DDE FP: DD(E)-Tn6 binding inhibition, primary FP screen | AID 720509 | Fibrin DD(E) TRITC-Tn6 fluorescence polarization displacement | 0.21% of 370,000 active | inhibition, % at 8.3 µM | P02675;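 active = inhibition above a per-campaign cutoff: mean of compounds within control limits plus 3 SD, cut at about 15% in these data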;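 note: 0% = median of all compound wells on the plate and 100% = blocking peptide control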
TDP2 inh: TDP2 (human) inhibition, absorbance primary screen; 0.34% of 370,000 active; inhibition, % at 12.8 µM; AID 720702; recombinant TDP2, T5PNP hydrolysis, p-nitrophenol absorbance 415 nm; O95551;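 active = inhibition above the mean of all tested compounds plus 3 SD, set per campaign, cut at about 25% in these data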;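 note: 0% = DMSO with enzyme and 100% = buffer with substrate but no TDP2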
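Evaluation: % inhibition relative to enzyme-containing and enzyme-free wells. Material: recombinant human TDP2. Benchmarks: enzyme-free and DMSO wells. Timing: enzyme reaction with compound for 2 h at 37 °C. Compound dosing: 12.8 µM only. Measured by: p-Nitrophenol epi absorbance. Reagent: T5PNP substrate at 5 mM, a TopII-DNA adduct mimic. Replication: single well per compound.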
ADAM10 inh: inhibitors of human ADAM10 | O14672 | recombinant ADAM10, EDANS/DABCYL FRET peptide cleavage, 3 h | inhibition, % at 7 µM | 0.62% of 370,000 active | AID 720582;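 active = inhibition above a per-campaign cutoff equal to the mean of compounds falling between control-based bounds plus 3 SD, cut at about 20% in these data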;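 note: 0% = DMSO wells while the 100% control is not disclosed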
Tn7 DDE FP: inhibitors of Tn7 peptide binding to human fibrin DD(E); P02675; FP displacement of FITC-Tn7 peptide from fibrin DD(E); 0% = median of compound wells per plate; inhibition, % at 8.3 µM; 0.13% of 370,000 active; AID 720508;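 active = inhibition above the mean of compounds falling within the control limits plus 3 SD of them, cut at about 14% in these data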;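 note: 0% = plate median of compound wells and 100% = 10 µM Aha-Tn7 peptide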
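Test system: human clot-derived fibrin DD(E) complex / Quantity: 2 µM final DD(E) protein / Incubation: 10 min plus 3 h, room temperature / Measured by: fluorescence polarization / Benchmarks: high control of 10 µM Aha-Tn7 peptide / Replicates: singlicate testing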
ARFGAP1 inh: rat ARFGAP1 inhibition; Q62848; Arfgap1-stimulated ARF1 GTP hydrolysis, GDP FP detection; inhibition, % at 16.5 µM; 0.26% of 360,000 active; AID 651572;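 active = inhibition above a per-plate limit, mean inhibition of low control wells plus 3 SD, cut at about 25% in these data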;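 note: 0% = DMSO wells with enzyme and 100% = wells lacking Arfgap1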
Target sequence (Q62848 1-136 limits assumed): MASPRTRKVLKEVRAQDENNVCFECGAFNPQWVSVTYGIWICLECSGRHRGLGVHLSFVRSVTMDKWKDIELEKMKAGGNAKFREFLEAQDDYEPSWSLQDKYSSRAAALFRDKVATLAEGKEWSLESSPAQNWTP
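System: truncated rat Arfgap1 GAP domain / Medium: HEPES-based buffer, pH 7.5 / Also added: N-terminally truncated human ARF1-GTP substrate / Incubation: enzyme reaction 120 min at 25 °C after 20 min preincubation / Measured by: FP of antibody-bound GDP Alexa 633 tracer, ex 620/em 688 nm / Replicates: singlicate, each compound tested once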
ASAP1 inh: ASAP1 ArfGAP inhibition | ASAP1-stimulated ARF1 GTP hydrolysis, GDP FP detection | Q9ULH1 | inhibition, % at 16.5 µM | 0.19% of 360,000 active | AID 624377; in the data active = inhibition above about 25%;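 note: 0% = vehicle with enzyme and substrate and 100% = no enzyme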
* = called active by the depositor; i = inactive.

SMILES	proKLK7 act	ADAM17 inh	LEDGF integ inh	PLCg1 inh	Tn6 DDE FP	TDP2 inh	ADAM10 inh	Tn7 DDE FP	ARFGAP1 inh	ASAP1 inh
Cc1ccc(C(=O)CCC(=O)OCC(=O)N2c3ccccc3NC(=O)C2(C)C)cc1	0.4	2	-6	9	-6	-9	-13	-5	-12	-16
CCOC(=O)CN1C(=O)[C@]2(OCCC=C[C@H]2C)c2cc(OC)ccc21	-0.1	-5	-1	2	-1	0	-15	2	11	1
CC(=O)Nc1ccc(N2CCN(Cc3ccccc3F)CC2)cc1	-0.5	-4	0	-2	-1	4	-6	2	3	-2
COc1cccc(CN2CC(C(=O)N(C)Cc3nc(C)cs3)CCC2=O)c1 (stereo not drawn)	0.1	-2	0	1	-3	4	-1	-2	-14	14
CN1CCN(C(=O)Cn2ncc3c([nH]c4ccccc43)c2=O)CC1	0.3	-9	4	0	5	10	-2	-1	4	-10
COc1cccc(OC)c1OCCCCCCN1CCN(C)CC1	-0.1	2	0	13*	-6	-29	5	3	12	1
C=CCNC(=S)NNC(=O)C(CCC(C)C)CC(C)O (stereo not drawn)	0.1	0	0	0	1	-6	1	-4	-13	8
CCOC(=O)c1sc2nc(SCC(=O)N(CC)CC)n(CCCN3CCCC3=O)c(=O)c2c1C	1.2	-1	3	2	1	-4	3	-6	8	-2
Cc1cc(C)cc(NC(=O)COC(=O)CCc2ccc(S(=O)(=O)N3CCOCC3)cc2)c1	0.3	0	4	1	-8	9	7	5	8	8
COc1ccccc1CNC(=O)C1CCN(S(=O)(=O)c2ccc(N3CCCC3=O)cc2)CC1	-0.9	-3	-1	4	-2	18	6	-2	14	-17
CCOC(=O)c1c(C)[nH]c(C)c1C(=O)COC(=O)c1cc(OC)c(OC)cc1OC	-0.3	-3	0	4	3	15	-1	-6	7	4
O=C(COc1coc(CN2CCCc3ccccc32)cc1=O)Nc1ccccc1	-0.1	-5	3	-79	1	8	-14	6	-3	-3
Cc1occc1C(=O)NNC(=O)CN1C(=O)NC2(CCCCC2)C1=O	0.6	-6	-5	1	0	-13	-10	3	-2	5
COc1ccc2cc(CN(CC3COCCO3)S(=O)(=O)c3ccc(Cl)cc3)c(=O)[nH]c2c1 (stereo not drawn)	0.3	-11	-3	1	-1	1	-22	-4	6	-3
Cc1ccc(C)c(N(CC(=O)Nc2ccc(-c3nc4ccc(C)cc4s3)cc2)S(C)(=O)=O)c1	20*	-16	-1	-7	8	6	-65	7	11	2
Cc1cc(C)nc(-n2nc(C)cc2NC(=O)c2cc3ccccc3oc2=O)n1	-0.5	-8	-3	-2	3	-17	-3	5	15	5
COc1ccc(NC(=S)N2CCCC(c3nc4ccc(C)cc4[nH]3)C2)c(OC)c1 (stereo not drawn)	0.1	5	7	6	0	-4	9	-1	-15	-8
COCCNC(=O)C(NC(=O)C1CCC(C)CC1)C(C)C (stereo not drawn)	0.4	0	-2	-2	0	-8	-2	-2	2	-15
COCCNC(C(=O)Nc1ccc([N+](=O)[O-])cc1Br)c1ccccc1 (stereo not drawn)	0.0	1	-1	-2	0	2	6	10	4	-6
CC(Oc1ccc(Br)cc1Br)C(=O)Nc1cccnc1 (stereo not drawn)	-0.3	-2	-2	-2	2	-3	-1	5	4	2
COc1ccc(CSc2nnnn2-c2ccccc2)cc1	-0.3	0	-2	0	-2	-1	-1	8	6	5
Cc1cnc2c(N)cc(C)c(C)c2c1	1.0	-7	-1	-16	1	6	-25	5	-8	10
CCC(CCc1ccccn1)C(=O)c1ccccc1 (stereo not drawn)	-1.1	-2	4	-3	-4	10	-6	1	-2	-1
CCCCCn1c(SCC#N)nc2cc(C(=O)NCC3CCCO3)ccc2c1=O (stereo not drawn)	0.2	-3	-5	-7	-3	-6	-16	5	3	-2
Cc1ccc(C)c(NC(=S)N2C3CCCC2CC(NC(=O)C2CC2)C3)c1 (stereo not drawn)	-0.1	-2	-1	3	-4	-15	-6	7	18	5
(more compounds)
SMILES	proKLK7 act	ADAM17 inh	LEDGF integ inh	PLCg1 inh	Tn6 DDE FP	TDP2 inh	ADAM10 inh	Tn7 DDE FP	ARFGAP1 inh	ASAP1 inh
CCCNC(=S)N1CCC(NC(=O)Nc2ccc(C)cc2)CC1	0.1	2	2	-2	0	10	4	3	3	16
CC1(C)CC(=O)C2=C(C1)N=C1SCCC(=O)N1C2c1cccc([N+](=O)[O-])c1 (stereo not drawn)	-1.5	-3	-3	-6	-6	-11	-4	1	16	6
CCOC(=O)c1cnc(Nc2ccc(OCC)cc2)nc1C	-0.2	-3	1	-1	-2	-1	-10	6	9	-2
COc1cc(/C=C2\SC(=O)NC2=O)ccc1OCc1ccc(Cl)nc1	-0.5	-3	0	2	2	-3	-11	-1	5	-3
CC(C)NC(=S)NN=C1c2ccccc2-c2ccccc21	-1.4	-3	-1	-11	13	-1	4	1	-3	-2
Cc1ccccc1-n1nnnc1SCC(=O)Nc1ccc(S(=O)(=O)N2CCCC2)cc1	-0.6	4	-1	4	-7	-17	8	-9	14	12
O=C(CCNC(=O)c1ccc([N+](=O)[O-])cc1)Nc1nc2ccccc2[nH]1	0.5	-2	-2	6	-2	5	-9	-11	17	-8
COC(=O)CC#C[C@H](C)[C@@H](NS(C)(=O)=O)C1CCCCC1	1.1	-2	-2	-4	-2	4	-4	8	-4	-13
CCCn1cnc2cc(NC(=O)c3cccs3)ccc21	0.5	-6	1	1	-5	7	0	6	-12	-2
COc1cc(/C=N/Nc2ncc(C(F)(F)F)cc2Cl)cc(OC)c1OC	-0.2	-6	-1	-43	-1	1	-14	-2	5	-1
CCc1ccc(NC(=O)c2sc3nc4n(c(=O)c3c2C)CCC4)cc1	-0.2	-3	-4	-3	2	0	0	7	8	3
CCOC(=O)N1CCN(C(=O)C2CCN(S(=O)(=O)c3c(C)cc(C)cc3C)CC2)CC1	0.3	-4	-1	2	1	-2	1	0	-9	-18
COc1cc(OC)nc(Oc2ccccc2C=O)n1	0.4	0	5	-2	6	6	2	-1	-10	7
O=C(Cc1ccc(-n2cccc2)cc1)NC1CCCCC1	0.4	-2	3	3	-14	-4	-6	2	0	21
CCCCCCC(C)n1[nH]c(=O)c2c(C)cc(=O)[nH]c21 (stereo not drawn)	-0.5	-2	1	3	2	-8	5	8	-5	-6
COc1ccc(C2CC(c3ccc(Cl)cc3Cl)n3nc(N)nc3N2)cc1 (stereo not drawn)	-2.2	-65	1	-81	-6	2	-281	6	-1	5
Cc1cc(=O)oc2cc(OC(C)C(=O)Nc3ccc(N4CCOCC4)cc3)ccc12 (stereo not drawn)	0.5	-8	0	1	0	15	-17	-4	-3	-3
CN(/C(=N\S(=O)(=O)c1ccccc1)c1ccccc1)c1ccc(O)cc1	-0.9	-4	-3	3	-5	-1	2	3	-3	-7
CC(=O)O[C@H]1C=C[C@@H](NC(=O)OC(C)(C)C)C1	-0.2	-3	-2	2	0	6	-1	1	-2	-1
COc1c2ccccc2nc2ccccc12	6.9	-482	4	-210	4	-10	i	-5	14	2
COC(=O)c1ccc(N2C(c3cc(OC)cc(OC)c3)=Cc3ccc(-c4ccc(C(N)=O)cc4)cc3C2CC(=O)C2CC2)cc1 (stereo not drawn)	40*	-285	-4	i	-8	2	i	2	8	11
OCC1(Cc2ccccc2)CCN(Cc2cnn(-c3ccccc3F)c2)CC1	0.4	-5	-2	1	-6	5	-8	7	8	1
O=C(O)c1cc([N+](=O)[O-])cc([N+](=O)[O-])c1N1CCN(c2cccc(C(F)(F)F)c2)CC1	-0.5	0	-1	0	-10	2	7	-2	-4	-1
Cc1nn(-c2ccccc2)nc1C(N)=O	0.4	-4	1	2	1	-3	1	2	11	1
Nc1[nH]c(=S)[nH]c(=O)c1-c1ccccc1	0.4	-5	1	-4	7	4	-4	3	2	-8

Exported as a markdown table: 12 of the compounds above
| Molecule | proKLK7 act | ADAM17 inh | LEDGF integ inh | PLCg1 inh | Tn6 DDE FP | TDP2 inh | ADAM10 inh | Tn7 DDE FP | ARFGAP1 inh | ASAP1 inh |
| --- | --- | --- | --- | --- | --- | --- | --- | --- | --- | --- |
| O=C(Cc1ccc(-n2cccc2)cc1)NC1CCCCC1 | 0.4 | -2 | 3 | 3 | -14 | -4 | -6 | 2 | 0 | 21 |
| CCCCCCC(C)n1[nH]c(=O)c2c(C)cc(=O)[nH]c21 (stereo not drawn) | -0.5 | -2 | 1 | 3 | 2 | -8 | 5 | 8 | -5 | -6 |
| COc1ccc(C2CC(c3ccc(Cl)cc3Cl)n3nc(N)nc3N2)cc1 (stereo not drawn) | -2.2 | -65 | 1 | -81 | -6 | 2 | -281 | 6 | -1 | 5 |
| Cc1cc(=O)oc2cc(OC(C)C(=O)Nc3ccc(N4CCOCC4)cc3)ccc12 (stereo not drawn) | 0.5 | -8 | 0 | 1 | 0 | 15 | -17 | -4 | -3 | -3 |
| CN(/C(=N\S(=O)(=O)c1ccccc1)c1ccccc1)c1ccc(O)cc1 | -0.9 | -4 | -3 | 3 | -5 | -1 | 2 | 3 | -3 | -7 |
| CC(=O)O[C@H]1C=C[C@@H](NC(=O)OC(C)(C)C)C1 | -0.2 | -3 | -2 | 2 | 0 | 6 | -1 | 1 | -2 | -1 |
| COc1c2ccccc2nc2ccccc12 | 6.9 | -482 | 4 | -210 | 4 | -10 | i | -5 | 14 | 2 |
| COC(=O)c1ccc(N2C(c3cc(OC)cc(OC)c3)=Cc3ccc(-c4ccc(C(N)=O)cc4)cc3C2CC(=O)C2CC2)cc1 (stereo not drawn) | 40* | -285 | -4 | i | -8 | 2 | i | 2 | 8 | 11 |
| OCC1(Cc2ccccc2)CCN(Cc2cnn(-c3ccccc3F)c2)CC1 | 0.4 | -5 | -2 | 1 | -6 | 5 | -8 | 7 | 8 | 1 |
| O=C(O)c1cc([N+](=O)[O-])cc([N+](=O)[O-])c1N1CCN(c2cccc(C(F)(F)F)c2)CC1 | -0.5 | 0 | -1 | 0 | -10 | 2 | 7 | -2 | -4 | -1 |
| Cc1nn(-c2ccccc2)nc1C(N)=O | 0.4 | -4 | 1 | 2 | 1 | -3 | 1 | 2 | 11 | 1 |
| Nc1[nH]c(=S)[nH]c(=O)c1-c1ccccc1 | 0.4 | -5 | 1 | -4 | 7 | 4 | -4 | 3 | 2 | -8 |

Just PLCg1 inh and Tn7 DDE FP (2 entries from above):
SMILES	PLCg1 inh	Tn7 DDE FP
COc1cc(OC)nc(Oc2ccccc2C=O)n1	-2	-1
O=C(Cc1ccc(-n2cccc2)cc1)NC1CCCCC1	3	2
